Screening data: PubChem BioAssay, The Scripps Research Institute Molecular Screening Center
DDE Tn7 FP inh: inhibitors of Tn7 peptide binding to fibrin DD(E), primary screen, biochemical, fluorescence polarization, human fibrin, Tn7 probe; inhibition, % at 8.3 µM; hit rate 0.13% among 370,000; FP displacement of FITC-Tn7 peptide from fibrin DD(E); 0% = median of compound wells per plate; Fibrinogen beta chain (Homo sapiens), P02675;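 active means inhibition above the mean of compounds falling within the control limits plus 3 SD of them, cut at about 14% in these data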;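 further: 0% = plate median of compound wells and 100% = 10 µM Aha-Tn7 peptide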
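Assay system: human fibrin DD(E) protein / Input: 2 µM fibrin DD(E) / Benchmarks: high control of 10 µM Aha-Tn7 peptide / Measured by: fluorescence polarization of the labelled Tn7 tracer / Medium: Tris buffer with calcium and detergent, pH 7.8 / Timing: 10 min compound pre-incubation, 3 h probe incubation at room temperature / Repeats: one replicate per compound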
PRMT1 inh: PRMT1 methyltransferase inhibitors, primary screen, biochemical, fluorescence polarization; Protein arginine N-methyltransferase 1 (Homo sapiens), Q99873; recombinant PRMT1, activity-based probe fluorescence polarization; inhibition, % at 2.79 µM; hit rate 1.3% among 370,000; AID 652257, 2013;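 active means inhibition above about 21% made by adding two undisclosed values, limit read from the data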
PG9 binder: binders of HIV-1 gp120 antibody PG9, primary screen, biochemical, TR-FRET. HIV-1 gp120 / PG9 antibody interaction. TR-FRET gp120-PG9 antibody binding. AID 624416, 2012. hit rate 0.43% among 360,000. inhibition, % at 6.7 µM; in the data active means inhibition above about 8.5%
TCR-CD3 inh: inhibitors of human TCR-CD3 interaction, primary screen, biochemical, fluorescence, TAMRA-labeled TCR probe | T-cell receptor (TCR) | inhibition, % at 9.4 µM | hit rate 0.37% among 360,000 | AID 651800, 2012; in the data active means inhibition above about 19%;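 further: recombinant mutant TCR 2C K166C tagged with TAMRA read by polarization; 0% = receptor in buffer alone and 100% = receptor with positive control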
HTRA1 inhibitor: HTRA1 serine protease inhibitors, primary screen, biochemical, fluorescence polarization, HTS; recombinant HTRA1, FP-rhodamine activity-based probe; inhibition, % at 5.96 µM; hit rate 0.5% among 340,000; AID 504803, 2011; in the data active means inhibition above about 36%;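 further: 0% = enzyme with DMSO and 100% = wells lacking enzyme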
TDP2 absorb: human TDP2 enzyme inhibitors, primary screen, biochemical, epi absorbance, recombinant enzyme; Tyrosyl-DNA phosphodiesterase 2 (Homo sapiens), O95551; T5PNP hydrolysis, p-nitrophenol absorbance 415 nm; inhibition, % at 12.8 µM; hit rate 0.34% among 370,000; AID 720702, 2013;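 active means inhibition above the mean of all tested compounds plus 3 SD, set per campaign, cut at about 25% in these data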;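 further: 0% = DMSO with enzyme and 100% = buffer with substrate but no TDP2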
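Incubation: 2 h at 37 °C; Test system: recombinant human TDP2; Quantity: enzyme 120 nM; Read-out basis: percent inhibition; Medium: 50 mM Tris-HCl pH 7.5 with Mg2+, KCl, DTT, BSA; Repeats: single replicate; Compound: 12.8 µM single point, 1% DMSO; Signal: epi absorbance; Reagent: 5 mM T5PNP chromogenic substrate; Benchmarks: no-enzyme high, DMSO-plus-enzyme low.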
SIAE inh: human SIAE inhibitors, primary screen, biochemical, fluorescence polarization, FP-Rh probe, 1536-well HTS. Sialate O-acetylesterase (Homo sapiens), Q9HAT2. SIAE FP-Rh probe binding. inhibition, % at 9.66 µM. hit rate 0.69% among 370,000. AID 1053197, 2014;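 active means inhibition above a cutoff: mean of compounds within the control limits plus 3 SD of those, cut at about 17% in these data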;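 further: 0% = plate median of compound wells and 100% = probe without SIAE protein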
LEDGF integ inh: blockers of LEDGF/p75-dependent integrase strand transfer – biochemical, TR-FRET, high throughput, primary screen | HIV-1 integrase (with human LEDGF/p75) | TR-FRET IN-LEDGF/p75 DNA integration, Eu/Cy5 | inhibition, % at 3.7 µM | hit rate 0.64% among 370,000;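 active means inhibition above the screen-wide mean plus 3 SD, cut at about 13% in these data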;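 further: signal is the Cy5 over europium emission ratio at 671 and 618 nm; 0% = plate median of compound wells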
ABHD4 inh: ABHD4 inhibitors, primary screen, biochemical, fluorescence polarization, mouse | (Lyso)-N-acylphosphatidylethanolamine lipase (Mus musculus), Q8VD66 | purified mABHD4, FP-Rh probe fluorescence polarization | inhibition, % at 8.92 µM | hit rate 0.54% among 370,000 | AID 720543, 2013;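 active means inhibition exceeding the mean over every tested compound plus 3 SD, cut at about 30% in these data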;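 further: 0% = plate median of compound wells and 100% = S159A mutant with DMSO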
Target sequence (Q8VD66 whole entry, looked up): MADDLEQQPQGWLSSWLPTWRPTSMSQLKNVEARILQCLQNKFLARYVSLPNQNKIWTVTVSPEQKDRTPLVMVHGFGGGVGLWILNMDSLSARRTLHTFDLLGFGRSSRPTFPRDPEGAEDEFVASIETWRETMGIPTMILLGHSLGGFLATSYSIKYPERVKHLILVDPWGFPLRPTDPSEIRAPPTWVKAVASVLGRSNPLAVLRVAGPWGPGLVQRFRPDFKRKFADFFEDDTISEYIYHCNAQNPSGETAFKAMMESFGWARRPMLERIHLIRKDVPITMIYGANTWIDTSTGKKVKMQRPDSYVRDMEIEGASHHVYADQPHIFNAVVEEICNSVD
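assay system = mABHD4 protein | compound dosing = single nominal dose of 8.92 µM, 0.89% DMSO final | read-out basis = percent inhibition of probe binding, normalized to plate controls | schedule = Enzyme–compound pre-incubation 45 min, then probe 60 min, both 25 °C | detection = fluorescence polarization, excitation 525 nm, emission 598 nm, BODIPY TMR filters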
UHRF1 binding: UHRF1 methylated DNA binding inhibitors, primary screen, counter-screen for MBD2 inhibitor project, biochemical, TR-FRET, human UHRF1, single concentration. E3 ubiquitin-protein ligase UHRF1 (Homo sapiens), Q96T88. UHRF1 binding to methylated oligo. inhibition, % at 4.4 µM. hit rate 0.75% among 370,000; in the data active means inhibition above about 21%;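 further: UHRF1 SRA domain binding a hemimethylated CpG hairpin DNA probe; 0% = median of test compound wells and 100% = reference inhibitor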
Target sequence (Q96T88 whole entry, looked up, the tested form may be a part): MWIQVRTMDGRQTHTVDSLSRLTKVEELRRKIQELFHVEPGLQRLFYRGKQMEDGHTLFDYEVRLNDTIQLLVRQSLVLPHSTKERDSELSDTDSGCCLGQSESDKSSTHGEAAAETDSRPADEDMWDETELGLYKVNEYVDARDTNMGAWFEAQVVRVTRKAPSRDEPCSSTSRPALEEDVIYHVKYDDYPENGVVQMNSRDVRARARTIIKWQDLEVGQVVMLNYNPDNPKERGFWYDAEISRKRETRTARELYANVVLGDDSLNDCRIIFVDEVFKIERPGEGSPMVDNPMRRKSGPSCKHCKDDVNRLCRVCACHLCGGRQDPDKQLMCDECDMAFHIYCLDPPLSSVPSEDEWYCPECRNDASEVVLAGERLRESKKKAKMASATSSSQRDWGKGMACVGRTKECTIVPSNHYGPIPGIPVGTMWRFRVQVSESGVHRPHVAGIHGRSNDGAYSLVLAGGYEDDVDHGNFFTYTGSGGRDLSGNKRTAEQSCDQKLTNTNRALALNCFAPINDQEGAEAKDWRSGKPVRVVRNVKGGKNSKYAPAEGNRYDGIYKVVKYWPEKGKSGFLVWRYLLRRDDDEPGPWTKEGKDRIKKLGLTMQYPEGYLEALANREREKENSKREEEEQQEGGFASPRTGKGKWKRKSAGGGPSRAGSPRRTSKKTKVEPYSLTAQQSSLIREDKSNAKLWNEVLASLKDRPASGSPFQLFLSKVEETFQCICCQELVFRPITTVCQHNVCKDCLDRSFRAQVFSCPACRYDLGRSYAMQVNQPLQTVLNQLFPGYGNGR
* hit, by the source's call; . = not tested or not shown.

nr	Structure	DDE Tn7 FP inh	PRMT1 inh	PG9 binder	TCR-CD3 inh	HTRA1 inhibitor	TDP2 absorb	SIAE inh	LEDGF integ inh	ABHD4 inh	UHRF1 binding
1	O=C(CSc1ccc(Cl)cc1)N1CCC(c2nc3ccccc3s2)CC1	5	-1	-0.1	4	-35	2	-3	2	-11	-2
2	COc1ccc(NC(=O)CCc2ccccc2)cc1S(=O)(=O)N1CCOCC1	-2	0	-1.1	0	1	10	-1	6	2	-1
3	COc1ccc(S(=O)(=O)Nc2nnc(C(C)C)s2)cc1	6	11	1.3	-4	0	5	-5	-2	-5	1
4	CCCNC(=O)C[C@@H]1C[C@H]2c3cc(NC(=O)c4ccc5c(c4)OCO5)ccc3O[C@H]2[C@@H](CO)O1	-13	-2	-2.5	5	3	2	6	-3	5	-2
5	CCCCOc1ccc(C(=O)NCCCC(=O)N2CCCCC2)cc1	-1	-1	0.9	-1	10	2	0	4	3	-3
6	CN(Cc1ccccc1)C(=O)OCc1cn(Cc2ccc(C(F)(F)F)cc2)nn1	6	3	.	.	.	-7	5	-1	-4	-1
7	O=C(CSc1nnc(COc2ccc(Cl)cc2)o1)NC1CCCCC1	-6	-2	-3.0	4	1	-9	-2	1	-5	2
8	O=C(/C(=N/N=C/c1ccc(O)c(O)c1O)c1ccccc1)c1ccccc1	-8	27*	-3.6	13	79*	-11	33*	14*	53*	-3
9	O=C1CCCc2ccccc2N1Cc1ccccc1	1	-2	0.0	-5	-3	6	6	0	1	2
10	CCCOC(=O)/C(=C\C=C\c1ccccc1)NC(=O)c1ccccc1	10	-1	-0.1	0	-22	-4	6	-3	-7	-4
11	CCN(CC)C(=O)c1cncc(C(=O)N(CC)CC)c1-c1ccccc1	9	1	0.7	0	3	6	3	-1	5	1
12	COc1c(C)cc(Br)cc1C(=O)Nc1ccc(C)cc1[N+](=O)[O-]	-3	-3	-1.4	-1	2	4	2	2	4	5
13	N#Cc1ccsc1NC(=O)CSc1ncn[nH]1	-1	-1	-1.9	3	2	3	-3	2	-3	0
14	COCCn1c(C)cc(C(=O)CSc2ncn[nH]2)c1C	-2	6	-1.7	0	6	-8	-4	3	-6	0
15	CCCn1nc(C(=O)NNC(=O)c2cccc(S(=O)(=O)NC(C)C)c2)c2ccccc2c1=O	0	-1	-1.6	1	11	9	6	2	-2	-1
16	O=C(O)/C=C/C(=O)Nc1ccc(OC(F)(F)F)cc1Br	-1	50*	-0.6	0	1	1	-5	-2	7	1
17	O=C(Nc1ccccc1N1CCOCC1)C1=NN(c2ccccc2)C(=O)CC1	-10	5	-0.6	4	-1	2	3	1	4	2
18	C[C@@H]1C=C(C(=O)NC2CC2)O[C@H](OCc2ccc(CO)cc2)C1	6	3	-0.1	-1	4	3	4	0	4	4
19	CC1=C(C(=O)OC2CCCCC2)C(c2ccc(C)o2)C2=C(CCCC2=O)N1 (centres undefined)	5	3	3.0	-8	-2	-5	4	-2	-13	4
20	CCc1ccc(CNC(=O)c2ccc(OC3CCN(C(C)=O)CC3)c(OC)c2)nc1	2	-4	-0.7	2	2	14	-3	-3	4	-2
21	COc1ccc(N(Cc2cc3cccc(C)c3[nH]c2=O)S(=O)(=O)c2ccc(Cl)cc2)cc1	4	-2	0.2	2	-3	4	-7	1	5	16
22	Cc1ccc2c(c1)N(CC(=O)NCCCN1CCCCC1C)C(=O)c1cccnc1O2 (centres undefined)	-3	0	-2.8	3	2	-10	-3	2	-1	-1
23	CCOc1ccc(N2C(=O)CC(N3CCN(c4ccccc4F)CC3)C2=O)cc1 (centres undefined)	2	2	0.2	-2	1	3	7	2	-2	1
24	O=C1c2ccccc2S(=O)(=O)c2cc(-c3nn[nH]n3)ccc21	3	-4	0.9	2	2	-11	-9	1	5	-1
25	O=C(C[C@H]1CC[C@H]2[C@@H](COC[C@@H](O)CN2S(=O)(=O)c2ccccc2)O1)N[C@@H]1CCN(Cc2ccccc2)C1	4	3	-0.1	-3	.	-1	-2	1	5	-1
26	Cn1cccc1C(=O)OCC(=O)NCCCc1ccccc1	5	1	-0.9	4	0	-2	-6	-2	1	-1
27	CC(=O)c1cccc(NC(=S)NC(=O)c2ccccc2)c1	0	-1	-2.0	-4	-2	-5	6	1	0	-2
28	S=C(NCCc1ccccc1)NCC1CCCO1 (centres undefined)	-5	-2	-3.2	2	-1	3	6	-1	6	-3
29	CCN(CC)S(=O)(=O)c1cccc(-c2n[nH]c(=S)n2Cc2ccccc2)c1	-9	7	-1.0	5	2	1	5	1	7	1
30	O=C(COC(=O)c1ccccc1)Nc1ncc([N+](=O)[O-])s1	-2	25*	2.9	9	11	4	-9	15*	39*	44*
31	COc1cccc(CN2C(=O)CCC2(C)C(=O)NC2CCCCC2)c1 (centres undefined)	-3	-1	-0.8	-5	-4	16	5	1	1	0
32	CC[C@]12c3[nH]c4ccc(Cl)cc4c3CCN1C(=O)[C@@H](CC(=O)NCCCOC)C[C@@H]2C(=O)N1CCN(C(=O)c2ccco2)CC1	4	-3	-3.5	-1	3	0	-4	-2	2	-2
33	CS(=O)(=O)Nc1ccc(Br)cc1	2	-2	-1.3	4	.	-9	-10	-2	1	-1
34	CCOC(=O)CN(C(=O)CNC(=O)c1ccco1)C(C(=O)NC1CCCCC1)c1cccc(OC)c1 (centres undefined)	-1	1	-0.5	-5	8	-2	-3	-1	7	1
35	COc1ccc(NC(=O)CSc2nc3ccsc3c(=O)n2CCCCCC(=O)O)cc1	6	2	2.7	3	-3	3	-8	1	-2	0
36	CC(C)Oc1ccccc1/C=N/NC(=O)C1CCCC1	2	-1	-1.1	5	5	2	-6	7	-12	0

Pulled one by one from the entries so far, 2 records:
nr	Structure	DDE Tn7 FP inh	PRMT1 inh	PG9 binder	TCR-CD3 inh	HTRA1 inhibitor	TDP2 absorb	SIAE inh	LEDGF integ inh	ABHD4 inh	UHRF1 binding
26	Cn1cccc1C(=O)OCC(=O)NCCCc1ccccc1	5	1	-0.9	4	0	-2	-6	-2	1	-1
32	CC[C@]12c3[nH]c4ccc(Cl)cc4c3CCN1C(=O)[C@@H](CC(=O)NCCCOC)C[C@@H]2C(=O)N1CCN(C(=O)c2ccco2)CC1	4	-3	-3.5	-1	3	0	-4	-2	2	-2

More records:
nr	Structure	DDE Tn7 FP inh	PRMT1 inh	PG9 binder	TCR-CD3 inh	HTRA1 inhibitor	TDP2 absorb	SIAE inh	LEDGF integ inh	ABHD4 inh	UHRF1 binding
37	Cn1c(=O)c(C(=O)NNC(=O)c2ccccc2Cl)c(O)c2ccccc21	-1	5	1.8	5	3	2	0	0	-5	0
38	CC(C)(C)C(=O)N1CCN(c2nc3ccc(Cl)cc3s2)CC1	8	-4	0.6	1	-8	-15	18*	2	-3	-2
39	CCCC1(C(=O)OC)NC(c2ccco2)C2C(=O)N(C)C(=O)C21 (centres undefined)	-4	4	-0.9	1	5	13	-2	1	4	27*
40	CCN(C(=O)c1cccc(S(=O)(=O)N2CCc3ccccc32)c1)C1CCS(=O)(=O)C1 (centres undefined)	-6	-4	-2.7	5	7	5	1	3	-2	2
41	CC1CCc2sc(C(=O)N3CCC(C(N)=O)CC3)cc2C1 (centres undefined)	4	4	1.6	-3	3	-16	-2	-2	-4	0
42	COc1cc(OC)cc(OCC(O)Cn2ccnc2C)c1 (centres undefined)	-7	-2	-0.3	-5	-3	-7	3	0	8	-3
43	N#CCCn1nc(-c2ccc([N+](=O)[O-])cc2)cc1Nc1ccccc1NC(=O)C(F)(F)F	-5	2	-2.2	-8	-16	-12	-1	5	-13	4
44	O=C(CN(c1cccc(Cl)c1)S(=O)(=O)c1ccccc1)NN=C1CCCC1	-2	-3	1.7	10	-28	-1	0	1	-21	1
45	CCOc1cc(C(=O)OCC(=O)Nc2cccc(S(=O)(=O)NC3=NCCCCC3)c2)cc(OCC)c1OCC	9	0	-0.2	-8	-14	5	-9	-2	1	2
46	CN(CC(=O)Nc1cccc(F)c1)C(=O)c1ccc(OCC2CCCO2)cc1 (centres undefined)	2	8	-1.3	-10	-5	-4	-8	0	-10	7
47	C=CCN1[C@@H](C)[C@@H](c2ccccc2)Oc2c(Cl)cccc2S1(=O)=O	2	-4	-3.4	-7	.	-5	-3	3	-19	1

Gathered by group, the entries above containing four or more nitrogen atoms (ten)
nr	Structure	DDE Tn7 FP inh	PRMT1 inh	PG9 binder	TCR-CD3 inh	HTRA1 inhibitor	TDP2 absorb	SIAE inh	LEDGF integ inh	ABHD4 inh	UHRF1 binding
6	CN(Cc1ccccc1)C(=O)OCc1cn(Cc2ccc(C(F)(F)F)cc2)nn1	6	3	.	.	.	-7	5	-1	-4	-1
13	N#Cc1ccsc1NC(=O)CSc1ncn[nH]1	-1	-1	-1.9	3	2	3	-3	2	-3	0
14	COCCn1c(C)cc(C(=O)CSc2ncn[nH]2)c1C	-2	6	-1.7	0	6	-8	-4	3	-6	0
15	CCCn1nc(C(=O)NNC(=O)c2cccc(S(=O)(=O)NC(C)C)c2)c2ccccc2c1=O	0	-1	-1.6	1	11	9	6	2	-2	-1
17	O=C(Nc1ccccc1N1CCOCC1)C1=NN(c2ccccc2)C(=O)CC1	-10	5	-0.6	4	-1	2	3	1	4	2
22	Cc1ccc2c(c1)N(CC(=O)NCCCN1CCCCC1C)C(=O)c1cccnc1O2 (centres undefined)	-3	0	-2.8	3	2	-10	-3	2	-1	-1
24	O=C1c2ccccc2S(=O)(=O)c2cc(-c3nn[nH]n3)ccc21	3	-4	0.9	2	2	-11	-9	1	5	-1
29	CCN(CC)S(=O)(=O)c1cccc(-c2n[nH]c(=S)n2Cc2ccccc2)c1	-9	7	-1.0	5	2	1	5	1	7	1
32	CC[C@]12c3[nH]c4ccc(Cl)cc4c3CCN1C(=O)[C@@H](CC(=O)NCCCOC)C[C@@H]2C(=O)N1CCN(C(=O)c2ccco2)CC1	4	-3	-3.5	-1	3	0	-4	-2	2	-2
43	N#CCCn1nc(-c2ccc([N+](=O)[O-])cc2)cc1Nc1ccccc1NC(=O)C(F)(F)F	-5	2	-2.2	-8	-16	-12	-1	5	-13	4
